KCNK9 inh = inhibitors of human KCNK9 two-pore domain potassium channel; actives 1.2% (n = 310,000); AID 488922; B-score at 10 µM; HEK293 KCNK9, FluxOR thallium flux fluorescence; hits give low values;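 active means ratio B-score over 3 SD below the library mean, with starting fluorescence within 5 SD of its mean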;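 further: negative B-score means less thallium flux so channel inhibition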
Platelet DG rel = modulates dense granule release in human platelets; human platelet-rich plasma, SFLLRN dense granule ATP release, luminescence; actives 0.22% (n = 300,000); inhibition, %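 (compounds screened at 7.5 µM in platelet-rich plasma)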;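 active means mean replicate score, as percent of positive control, at or above 50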
KCNQ1 inh = inhibitors of human KCNQ1 potassium channel; AID 2642; B-score at 10 µM; actives 1.3% (n = 310,000); P51787; CHO-K1 KCNQ1, FluxOR thallium flux fluorescence; hits give high values;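 active means compounds whose thallium flux B-score, printed positive for inhibition, exceeds three library SD while starting fluorescence stays within three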;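 further: channel opened by potassium depolarization with thallium stimulus after 20 min compound exposure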
PolyA inhibitor = yeast polyadenylation inhibition. S. cerevisiae SKY197-pL101 polyadenylation reporter, beta-gal luminescence; efflux-impaired pdr1/pdr3 knockout yeast; score 100 = 6 SD above DMSO. calls only at 12 µM. actives 0.02% (n = 300,000);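 active means lowest replicate activity score at least 50, where 100 means six control SD above control mean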;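 further: yeast exposed to compound for 9 h at 30 °C; higher score means more reporter readthrough which indicates perturbed polyadenylation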
DYRK1A inh = inhibitors of rat Dyrk1A kinase. Q63470. ADP-Glo luminescence, NFATc1 peptide. inhibition, % at 12.5 µM. actives 0.43% (n = 310,000). AID 504441; in the data active means inhibition above about 50%;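 further: plate controls were vehicle with enzyme for no effect and no enzyme for full effect; many of its hits are not listed in these tables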
TRPC4 potent = allosteric potentiators of mouse TRPC4 channel. HEK293 TRPC4beta/mu-opioid, DAMGO EC20, Fluo-4 Ca2+ flux; hits give high values. B-score at 10 µM. actives 0.42% (n = 310,000);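 active means B-score of calcium response area above 5 SD of library B-scores, with initial fluorescence ratio within 5 SD of library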;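 further: B-score of integrated fluorescence ratio over time as area under calcium response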
Target sequence (Q9QUQ5 whole entry, looked up): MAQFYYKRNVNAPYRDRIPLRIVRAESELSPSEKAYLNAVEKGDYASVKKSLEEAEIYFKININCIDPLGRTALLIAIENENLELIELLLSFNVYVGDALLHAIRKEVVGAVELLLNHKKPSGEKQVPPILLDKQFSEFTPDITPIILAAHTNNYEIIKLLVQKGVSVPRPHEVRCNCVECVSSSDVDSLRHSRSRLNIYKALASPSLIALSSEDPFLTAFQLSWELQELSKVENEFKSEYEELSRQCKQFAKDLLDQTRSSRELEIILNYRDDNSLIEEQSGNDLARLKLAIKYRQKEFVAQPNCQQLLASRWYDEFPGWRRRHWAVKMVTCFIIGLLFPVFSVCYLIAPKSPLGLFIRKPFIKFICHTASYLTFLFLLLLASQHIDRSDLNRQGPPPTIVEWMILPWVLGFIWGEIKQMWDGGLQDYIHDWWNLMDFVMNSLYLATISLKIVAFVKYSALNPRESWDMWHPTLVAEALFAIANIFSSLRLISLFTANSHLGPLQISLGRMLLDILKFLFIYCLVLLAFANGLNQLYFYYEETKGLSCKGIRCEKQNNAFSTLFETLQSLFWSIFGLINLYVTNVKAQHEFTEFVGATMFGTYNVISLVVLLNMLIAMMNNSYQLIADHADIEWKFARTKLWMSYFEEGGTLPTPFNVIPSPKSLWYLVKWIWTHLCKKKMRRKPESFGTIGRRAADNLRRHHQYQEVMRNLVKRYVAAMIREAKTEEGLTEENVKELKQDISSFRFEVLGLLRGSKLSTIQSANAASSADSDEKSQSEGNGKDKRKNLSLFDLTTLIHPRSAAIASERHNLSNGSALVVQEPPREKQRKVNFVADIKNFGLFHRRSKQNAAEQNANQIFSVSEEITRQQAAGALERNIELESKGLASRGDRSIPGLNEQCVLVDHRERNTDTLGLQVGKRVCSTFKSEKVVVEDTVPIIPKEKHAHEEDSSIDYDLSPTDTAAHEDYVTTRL
KCNK3 inh = human KCNK3 channel inhibition, primary screen; O14649; CHO-KCNK3 thallium flux, FluxOR fluorescence; hits give low values; B-score at 10 µM; actives 0.84% (n = 340,000);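 active means B-score under library mean minus 4 SD, starting fluorescence ratio at most library mean plus 5 SD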;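 further: more negative B-score means stronger inhibition of thallium flux through KCNK3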
TRPC4 act = opens the mouse TRPC4 cation channel | Q9QUQ5 | HEK293 TRPC4beta/mu-opioid, Fluo4 calcium fluorescence; hits give high values | B-score at 10 µM | actives 0.49% (n = 310,000);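 active means B-score above 5 SD of library B-scores, and initial fluorescence ratio not above library mean plus 5 SD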;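 further: positive B-score marks a calcium rise read as TRPC4 activation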
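Assay system – TRPC4beta and mu-opioid receptor HEK293 stable cells · Measured by – Fluo4 fluorescence, kinetic · Schedule – dye loading 45 min room temperature, 110 s kinetic read · Read-out – B-scored integrated calcium fluorescence ratio · Controls – buffer and maximal DAMGO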
TRPC4 inh = blocks the mouse TRPC4 cation channel; Q9QUQ5; HEK293 TRPC4beta/mu-opioid, DAMGO-evoked Fluo4 calcium flux; hits give low values; B-score at 10 µM; actives 0.39% (n = 300,000);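 active means B-score over 3 SD under the library average, no early fluorescence shift, positive overall ratio signal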
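test system = HEK293 cells with stable TRPC4beta plus mu-opioid receptor expression | detection = Fluo4 Ca2+ flux fluorescence | read-out = integrated fluorescence ratio relative to baseline, converted to per-well B score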
hERG protect = shields human hERG channel from block by proarrhythmic agents; CHO-hERG, FluxOR thallium flux, dofetilide IC70 present; Q12809; actives 0.51% (n = 310,000); activation (rescue from dofetilide block), less the hit threshold, % at 10 µM;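 active means activation above the mean of controls blocked by dofetilide plus 5 SD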;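 further: thallium influx through hERG after potassium depolarization seen as dye fluorescence rise; in these data hits start at about 4.7%; inactives centre near -7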
KCNQ1 act = potentiators or activators of human KCNQ1 potassium channel; P51787; CHO-K1 KCNQ1, thallium flux FluxOR fluorescence; hits give high values; B-score at 10 µM; actives 0.35% (n = 310,000);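 active means fluorescence ratio B-score, a plate-corrected score, at least three library SD, with initial intensity B-score within 5 SD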
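System: Stable KCNQ1 CHO-K1 line | Incubation: 90 min dye loading and 20 min compound exposure, both at room temperature | Measure: Ratio B score | Medium: Assay buffer for compound exposure, DMSO matched across wells | Compound dosing: Single-concentration screen | Probe or stimulus: K+/Tl+ depolarizing stimulus | Measured by: Kinetic FluxOR fluorescence, 10 s baseline plus 110 s post-stimulus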
Numbers without * were called inactive; i = inactive; . = not tested or not shown. Some of the compounds tested; rates above refer to the full screens.

molecule	KCNK9 inh	Platelet DG rel	KCNQ1 inh	PolyA inhibitor	DYRK1A inh	TRPC4 potent	KCNK3 inh	TRPC4 act	TRPC4 inh	hERG protect	KCNQ1 act
Cc1cnc(=O)[nH]c1SCc1ccc([N+](=O)[O-])cc1	-7.3*	0	i	i	1	i	i	i	i	-8	i
Cc1ccc(/C=N/NC(=O)c2cc(-c3ccccc3)nc3ccccc23)o1	i	10	i	i	3	i	i	i	i	-7	i
O=C(C1CCCN1S(=O)(=O)c1cccc2cccnc12)N1CCn2c1nc1ccccc12 (configuration not stated)	i	11	i	i	-7	i	i	i	i	-4	i
CC(=O)c1cccc(NC(=O)C2CCN(S(=O)(=O)c3ccc(C)cc3)CC2)c1	i	10	i	i	1	i	i	i	i	-9	i
Cc1cc2nc(-c3ccc(SCC(=O)N4CCN(C(=O)c5ccco5)CC4)nc3)[nH]c2cc1C	i	12	i	i	8	i	i	i	i	-23	i
CCOc1ccc(CCNC(=O)COC(=O)c2cccc(S(=O)(=O)N3CCOCC3)c2)cc1OCC	i	4	i	i	10	i	i	i	i	-14	i
COc1cc(OC)cc(-c2cc3nc(C)c(CCC(=O)NCc4ccccc4)c(C)n3n2)c1	i	4	i	i	1	i	i	i	i	-14	i
COc1cc(C2NC(=O)NC(O)(C(F)(F)F)C2C(C)=O)cc(OC)c1OC (configuration not stated)	i	7	i	i	1	i	i	i	i	-8	i
Cc1ccc(N2CC(C(=O)Nc3ccccc3C(=O)NC3CCCCC3)CC2=O)cc1C (configuration not stated)	i	0	i	i	5	i	i	i	i	-20	i
CC(=O)Nc1nnc(SCc2ccc(F)cc2)s1	i	3	i	i	-4	i	i	i	i	-8	i
COc1ccc(NC(=O)CSc2nnnn2C2CCCC2)c(OC)c1	i	0	i	i	4	i	i	i	i	-9	i
O=C(CSc1nnc(CNC(=O)c2ccccc2)o1)NCCc1ccccc1	i	-16	i	i	-4	i	i	i	i	-8	i
COc1ccc(-c2nnc(SC)n2C)cc1	i	-4	i	i	5	i	i	i	i	-2	i
COc1ccccc1/C=C/C(=O)N1CCc2cc(OC)c(OC)cc2C1C (configuration not stated)	i	8	i	i	0	i	i	i	i	0	i
CCc1cc(C(=O)Cc2ccc(F)cc2)c(O)cc1O	i	-5	i	i	1	i	i	i	i	-16	i

Looked up above:
For hERG protect, COc1cc(C2NC(=O)NC(O)(C(F)(F)F)C2C(C)=O)cc(OC)c1OC (configuration not stated) is entered as -8
For DYRK1A inh, Cc1cc2nc(-c3ccc(SCC(=O)N4CCN(C(=O)c5ccco5)CC4)nc3)[nH]c2cc1C is entered as 8

Sorted by molecular weight (rising): 3 of the compounds above
molecule	KCNK9 inh	Platelet DG rel	KCNQ1 inh	PolyA inhibitor	DYRK1A inh	TRPC4 potent	KCNK3 inh	TRPC4 act	TRPC4 inh	hERG protect	KCNQ1 act
CCc1cc(C(=O)Cc2ccc(F)cc2)c(O)cc1O	i	-5	i	i	1	i	i	i	i	-16	i
Cc1ccc(/C=N/NC(=O)c2cc(-c3ccccc3)nc3ccccc23)o1	i	10	i	i	3	i	i	i	i	-7	i
O=C(C1CCCN1S(=O)(=O)c1cccc2cccnc12)N1CCn2c1nc1ccccc12 (configuration not stated)	i	11	i	i	-7	i	i	i	i	-4	i

Remaining list, next part.
molecule	KCNK9 inh	Platelet DG rel	KCNQ1 inh	PolyA inhibitor	DYRK1A inh	TRPC4 potent	KCNK3 inh	TRPC4 act	TRPC4 inh	hERG protect	KCNQ1 act
COC(=O)COc1cccc2c(=O)n(CC(=O)NCCc3ccc(OC)c(OC)c3)ccc12	i	-2	i	i	-1	i	i	i	i	-10	i
CCc1ccc(CN2CCC(n3nccc3NC(=O)c3ccc4c(c3)OCO4)CC2)cc1	i	0	i	i	2	i	i	i	i	-11	i
CC(=O)c1cc(CN2CCN(CCC(C)C)C(CCO)C2)cs1 (configuration not stated)	i	2	i	i	-3	i	i	i	i	-16	i
CSCc1nnc(NC(=O)c2ccc(S(=O)(=O)N(C)C)cc2)o1	i	2	i	i	-1	i	i	i	i	-10	i
O=C(Cc1ccccc1[N+](=O)[O-])NCc1ccco1	i	-4	i	i	3	i	i	i	i	-8	i
CCOc1cc(/C=C2/C(=O)NN(c3cccc(Cl)c3)C2=O)ccc1O	i	3	i	i	8	i	i	i	i	-8	i
Cc1cc(N/C(=N\S(=O)(=O)c2ccc(F)cc2F)c2ccccc2)no1	i	8	i	i	6	i	i	i	i	-10	i
CCOC(=O)c1ccc(NC(=O)C(C)Sc2nc(O)c(-c3ccccc3)c(=O)[nH]2)cc1 (configuration not stated)	i	-3	i	i	0	i	i	i	i	-7	i
CCOc1ccc2nc(NC(=O)NC3CCCCC3)sc2c1	i	10	i	i	.	i	i	i	i	4	i
CC(C)C[C@H](NC(=O)c1nc[nH]c1C(=O)N1CCc2ccccc2C1)C(=O)OC(C)(C)C	i	3	i	i	4	i	i	i	i	-10	i
O=C(O)CCn1cc(/C=C/C(=O)c2ccc(Cl)cc2)c(-c2cccc(Br)c2)n1	i	12	i	i	-9	i	i	i	-6*	-15	i
CC(=O)N1CCN(C(=S)c2ccc(-c3ccc(Cl)cc3)o2)CC1	i	-36	i	i	-5	i	i	i	i	-9	i
O=C1/C(=C/N(C(=O)c2ccco2)c2ccc(Cl)cc2)Sc2ccccc21	i	10	i	i	1	i	i	i	i	-3	i
COc1ccc(CCNC(=O)C(=O)NCC2CCCN2S(=O)(=O)c2cc(C)ccc2C)cc1 (configuration not stated)	i	10	i	i	4	i	i	i	i	-21	i
CCC(=O)NC1=C(C#N)C2(CCCC2)Cc2ccccc21	i	-2	i	i	2	i	i	i	i	-5	i
COc1ccc(NC2=CC(c3ccc(OC)cc3)N(c3ccc(OC)cc3)C2=O)cc1 (configuration not stated)	i	-3	i	i	-2	i	i	i	i	-14	i
COc1cc(/C=N/NC(=O)c2cccc3ccccc23)cc(OC)c1OC	i	-1	i	i	-3	i	i	i	i	-6	i
O=c1[nH]c(=S)[nH]c2nc(-c3ccccc3)cnc12	i	-7	i	i	-5	i	i	i	i	-9	i
CCOC(=O)c1ccccc1NC(=S)N1CCN(C(=O)c2ccco2)CC1	i	-5	i	i	2	i	i	i	i	-13	i
COc1cccc2cc(-c3ccccc3)oc12	i	8	i	i	.	i	i	i	i	-5	i
O=C1Nc2ccc(NS(=O)(=O)c3cccs3)c3cccc1c23	i	2	i	i	-2	i	i	i	i	-6	i
COc1ccccc1NS(=O)(=O)c1cccc(C(=O)NC2CCN(Cc3ccccc3)CC2)c1	i	2	i	i	5	i	i	52*	-8*	-16	i
O=C(NCCc1ccncc1)Nc1ccccc1Cl	i	5	i	i	26	i	i	i	i	0	i
COc1ccccc1CNc1ncnc2nc[nH]c12	i	-12	i	i	7	i	i	i	i	0	i
Cc1sc2ncn(Cc3ccccc3F)c(=O)c2c1C	i	9	i	i	-1	i	i	i	i	-6	i
CC1=NCCN1CCNC(=O)Nc1ccc(C(C)(C)C)cc1	i	7	i	i	1	i	i	i	i	-3	i
O=C(COc1cccc(C(F)(F)F)c1)NCC(c1ccco1)N1CCCCC1 (configuration not stated)	i	0	i	i	3	i	i	i	i	-14	i
O=C(NCc1cccnc1)c1cc(S(=O)(=O)N2CCCCC2)ccc1Cl	i	3	i	i	10	i	i	i	i	-8	i
Cc1cccc(CSCc2ccc(C(=O)NC3CCCC3)o2)c1	i	-1	i	i	-7	i	i	i	i	-19	i
Cc1ccc(OCC(=O)Nc2ccc(CN3CCCCC3)cc2)c(C)c1	i	-3	i	i	-3	i	i	i	i	-4	i
CCn1c(SCC(=O)Nc2cccc(NC(C)=O)c2)nc2c([nH]c3ccccc32)c1=O	i	1	i	i	-3	i	i	i	i	-7	i
CCOC(=O)Cc1cnc(N)s1	i	2	i	i	2	i	i	i	i	-6	i
COc1cc(Cl)c(CN2CCC(CCC(=O)NC3CC3)CC2)cc1OC	i	-5	i	i	.	i	i	i	i	-2	i
O=C(Nc1ccccc1F)Nc1ccccc1Br	i	5	i	i	-3	i	i	i	i	-13	i
CC1CCN(c2nc3ccccc3nc2C(C#N)C(=O)NC2CCCCC2)CC1 (configuration not stated)	i	8	i	i	.	i	.	i	i	-7	i
O=C1CC(N(CCc2ccccc2)C(=S)Nc2ccccc2)C(=O)N1c1ccc(Br)cc1 (configuration not stated)	i	-13	6*	i	-3	i	i	i	i	-4	i
COc1ccccc1C(=O)OCCN=C1NS(=O)(=O)c2ccccc21	i	-3	i	i	7	i	i	i	i	-10	i
CCCn1c(N)c(N2CCCCC2)c(=O)n(CC(=O)Nc2ccc(OC(F)(F)F)cc2)c1=O	i	0	i	i	-3	i	i	i	i	-5	i
CCC(=O)c1ccc(OCC(=O)Nc2ccccc2C(=O)N2CCCCC2)cc1	i	.	i	i	-3	i	i	i	i	-23	i
COc1ccccc1NC(=O)CSc1nnc(COc2ccccc2OC)n1C	i	-6	i	i	-1	i	i	i	i	-11	i
CCOc1ccc(S(=O)(=O)NCCC(=O)NCc2ccco2)cc1	i	5	i	i	-4	i	i	i	i	-5	i
O=C1N(Cc2cccc(Cl)c2)C[C@@H]2C[C@@H](c3cccc4cccnc34)N3CCC[C@@]123	i	1	i	i	-3	i	i	i	i	-8	i
CC(C)N(C(=O)/C=C/c1cccc([N+](=O)[O-])c1)C(C)C	i	-1	i	i	-1	i	i	i	i	-6	i
S=C(NCc1ccc(Cl)cc1)NC1CCN(Cc2ccccc2)CC1	i	1	i	i	-5	i	i	i	i	-16	i
Cc1ccc(N2C(=O)C3CCC(C)(C2=O)C3(C)C)cc1C (configuration not stated)	i	3	i	i	.	i	i	i	i	-11	i
CCOc1nc(C)ccc1-c1noc(C)n1	i	10	i	i	-1	i	i	i	i	-10	i
Cc1ccc(/C=C/C(=O)N2CC(C)CC(C)C2)o1 (configuration not stated)	i	2	i	i	12	i	i	i	i	-14	i
O=C(NCC1CCCO1)C(c1ccncc1)N(Cc1ccc(F)cc1)C(=O)CN1C(=O)c2ccccc2S1(=O)=O (configuration not stated)	i	16	i	i	5	i	i	i	i	-16	i
COC(=O)c1cc(=O)n(Cc2ccc3c(c2)OCO3)c(=Nc2ccccc2)s1	i	-3	i	i	3	i	i	i	i	-15	i
